Bioassay records (PubChem)
b-catenin transl – modulators of beta-catenin nuclear translocation; HeLa beta-catenin nuclear translocation, immunofluorescence imaging; 190,000 compounds, 0.3% hits; AID 1665; nuclear translocation activity, % at 5 µM;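 active means nuclear translocation activity above 50% at 5 µM, with a well cell count of 50 or more; inconclusive means wells under 50 cells across six images, flagged as toxic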;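 further: per-cell ratio of nuclear to cytoplasmic median beta-catenin stain intensity; plate controls were DMSO negative control for no effect and GSK-3 inhibitor IX positive control for full effect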
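Test system: human HeLa cells, endogenous beta-catenin. Times: 24 h compound exposure, 37°C. Measured by: beta-catenin immunofluorescence imaging with DAPI.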
Dynein transport – blocks dynein driven cargo transport along microtubules | z-score, hits read low | 220,000 compounds, 0.47% hits | 3617.4 mouse cells, GR-EGFP nuclear translocation imaging; test concentration mostly 20 µM; stimulated with dexamethasone, 1 µM; hits give low values;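 active means plate z-score of nuclear minus cytoplasmic receptor signal below a set negative limit, without overly bright fluorescence or cell loss, cut at about -3.5 in these data, passing the limit was not always enough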;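 further: z-score of nuclear minus cytoplasmic ring GR-EGFP intensity difference per well; some compounds called inactive have numbers as strong as hits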
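Buffer or medium – tet-free medium with charcoal-stripped serum · Signal – automated 10x imaging of fixed Hoechst-stained cells · Also added – dexamethasone agonist, 1.0 µM final, for 30 min · Incubation – induction 48 h, compound 1 h, agonist 30 min · Read-out – GR-EGFP nuclear translocation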
Autophagy mod – modulators of autophagy | MEF GFP-LC3 puncta imaging; test concentration mostly 10 µM | calls only at 10 µM (by protocol) | 190,000 compounds, 0.98% hits;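 active means percentage of spot-positive cells more than 3 SD above its plate mean, without a fluorescence outlier flag or 80% toxicity; inconclusive means no clear call, values can overlap the other calls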;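 further: spot-positive cell cutoff set from DMSO-treated cells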
MT stabilize HCS – stabilizes microtubules in HeLa cells; % tubulin-high responders, % at 10 µM; HeLa tubulin immunostaining HCS, 24 h; share of cells brighter than vehicle mean+2SD; 200,000 compounds, 0.83% hits;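 active means plate Z-score above 3 for both tubulin-high and condensed-nucleus cell shares, with cell loss under 80%, at 10 µM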;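 further: anti alpha tubulin signal scored within the nucleus-defined area of each cell; some results filed as inactive read as strong as hits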
Yfh1-depleted yeast – mitochondrial function rescue without frataxin homolog – Friedreich's ataxia, plus single-dose screen, dose response (AID 1465); S. cerevisiae Yfh1-off respiration, WST-1 reduction, 72 h; higher fold induction means a stronger effect; one-dose fold induction at 50 µM; EC50 in µM for titrated hits; 220,000 compounds, 0.074% hits;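 active means fold induction of absorbance versus untreated yeast above a set limit, then at least 30% activation at any dose in follow-up; inconclusive means repeats straddling the limit, or above it without dose testing; inactive means fold induction below the set limit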;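 further: activators that raise dye reduction in frataxin-depleted yeast; strong numbers were not always called active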
NOD2 inhibition – NOD2 signaling inhibitors, cell-based, luminescence, uHTS, HEK293 (AID 1566); HEK293 NOD2/NF-kB luciferase reporter, luminescence; higher % means a stronger effect; inhibition, % at 4 µM, or EC50 in µM where a hit was titrated; 290,000 compounds, 0.63% hits; in the data active means inhibition above about 50%; further: many of its hits are not listed in these tables
WT yeast gro inh – growth inhibition of WT yeast, mitochondrial fusion screen; AID 1362; 190,000 compounds, 2.1% hits; inhibition, % at 10 µM; mitochondrial fusion phenotypic screen, WT strain; in the data active means inhibition above about 58%; tested in S. cerevisiae
Lipid droplet – hepatic lipid droplet formation modulation. AML12 mouse hepatocytes, oleate lipid droplets, BODIPY imaging. inhibition, % at 6.5 µM. 240,000 compounds, 0.4% hits. AID 1656;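 active means lipid droplet intensity inhibited by at least 50%, with more than 500 cells counted; inconclusive means wells with under 300 cells, treated as cytotoxic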
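Assay system: AML12 hepatocytes (mouse) / Also added: 100 µM oleic acid challenge / Times: overnight treatment with compound plus oleate / Detection: high-content imaging of BODIPY-stained droplets and DAPI nuclei / Evaluation: % inhibition of lipid droplet signal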
Ins promoter up – MIN6 insulin promoter up-regulation | MIN6 insulin promoter-GFP reporter, high-content imaging; hits give high values | z-score at 5 µM | 190,000 compounds, 0.3% hits;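 active means z-score above 3 at 5 µM with at least 500 cells counted in the well; inconclusive means wells under 500 cells, flagged as cytotoxic or low count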
WT yeast gro inh mutant strain – recorded beside WT yeast gro inh, whose call it bears; inhibition, %; mitochondrial fusion phenotypic screen, mutant strain inhibition
Dynein transport cytoplasmic EGFP – also measured in Dynein transport; calls as there; z-score; measured here: cytoplasmic GR-EGFP intensity; hits give high values
Dynein transport nuclear GR-EGFP – also measured in Dynein transport; calls as there; z-score; measured here: nuclear GR-EGFP intensity;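 lower value marks the stronger effect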
Dynein transport cell count – further read-out of Dynein transport, marked with its call; z-score; measured here: cell count per field
Ins promoter up cell count – second read-out of Ins promoter up, no call of its own (marks repeat the call); cell count; measured here: cytotoxicity, nuclei count;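 total cells summed across four imaged fields per well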
Lipid droplet cells 6.5 µM – further read-out of Lipid droplet, marked with its call; cell count; measured here: cell count, cytotoxicity flag;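 cells counted across two imaged fields per well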
b-catenin transl cell count 5 µM – second read-out of b-catenin transl, no call of its own (marks repeat the call); cell count; measured here: cell count, cytotoxicity flag
MT stabilize HCS Hoechst-high % – also measured in MT stabilize HCS; calls as there; % Hoechst-high responders; measured here: nuclear condensation Hoechst responders;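 share of cells brighter than vehicle mean plus two SD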
MT stabilize HCS cytotoxicity % – also measured in MT stabilize HCS; calls as there; toxicity, %; measured here: cytotoxicity by cell density;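 0% = mean cell density of plate MIN control wells and 100% = no cells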
Autophagy mod cell loss 18 h – further read-out of Autophagy mod, marked with its call; toxicity, %; measured here: cell loss, nuclei count;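 cell loss after 18 h compound exposure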
Numbers without * were called inactive; i = inactive; ? = inconclusive; nt = no result given. This is a subset. The share of hits here may be higher or lower than overall.

Every second line gives: Autophagy mod cell loss 18 h, WT yeast gro inh mutant strain, MT stabilize HCS, Dynein transport, Ins promoter up, Dynein transport nuclear GR-EGFP, b-catenin transl, WT yeast gro inh, Yfh1-depleted yeast, Lipid droplet cells 6.5 µM, b-catenin transl cell count 5 µM, Lipid droplet, Autophagy mod, MT stabilize HCS Hoechst-high %, MT stabilize HCS cytotoxicity %, Dynein transport cell count, Dynein transport cytoplasmic EGFP, Ins promoter up cell count, NOD2 inhibition
1: CCCCOCCCNC(=O)N[C@H](C(=O)OC)C(C)CC (stereo partly drawn)
 : nt, nt, nt, -0.41, nt, 0.15, 0.9, nt, i, 704, 1290, 5, nt, nt, nt, -0.015, -0.2, nt, 7%
2: CCCCCCCc1c(O)nc(SCCN(C)C)[nH]c1=O
 : nt, nt, nt, 0.34, 0.37, 0.04, -0.1, nt, i, 723, 1339, 1, nt, nt, nt, 0.39, -0.26, 1108, -5%
3: CC(NC(=O)Cc1ccccc1)c1ccc(F)cc1 (stereo not drawn)
 : 13, -5, 2.8, 0.21, 0.62, 0.21, -1.8, 0, i, 667, 1019, -1, i, 4.2, 6.6, -0.88, -0.11, 1463, 11%
4: Cc1ccc(NC(=O)NNc2cccc(Cl)n2)cc1
 : -9, -4, 2.8, -0.4, nt, -0.76, nt, 1, i, nt, nt, nt, i, 2.8, 5.7, 0.027, -0.033, nt, 0%
5: COc1cc(S(=O)(=O)n2nc(C)cc2C)c(OC)cc1Cl
 : 20, 7, 3.4, -0.15, nt, 0.14, -17, -13, i, 779, 1255, -4, i, 1.9, 10.0, 1.9, 0.095, nt, 21%
6: CCOC(=O)/C(=N\Nc1ccccc1Cl)N1CCN(C)CC1
 : 2, 4, 2.2, 0.2, -0.11, 0.33, -2.3, -5, i, 519, 1161, 6, i, 3.0, 7.1, -1.2, -0.064, 1429, -1%
7: Cc1ccc2nc(-c3ccc(SCC(=O)Nc4nc(C)cs4)nc3)[nH]c2c1
 : 7, -2, 1.7, -0.013, -0.06, 0.23, -2.0, -5, i, 683, 1170, 7, i, 2.1, 12, 0.18, -0.23, 1352, -60%
8: CCOc1ccc(Nc2nc(Cl)nc(NCCO)n2)cc1
 : -4, 28, 2.2, 0.21, -0.12, 0.15, -1.3, -4, i, 462, 892, -2, i, 1.9, 2.1, -0.31, -0.21, 1315, 19%
9: COc1cc(NC(=O)c2c3c(nc4ccccc24)CCC3)cc(OC)c1
 : -22, 8, 2.9, 0.0058, nt, -0.18, nt, 10, i, nt, nt, nt, i, 1.8, 12, -0.47, -0.21, nt, 18%
10: C/C(=N/NC(=O)c1ccn(C)n1)c1ccncc1
 : nt, nt, nt, 1.5, 0.17, 0.46, -2.2, nt, i, 679, 1015, 2, nt, nt, nt, -1.1, -0.16, 1435, -27%
11: CCN(CC(=O)Nc1ccc2c(c1)OCCO2)C(=O)C1CCCCC1
 : 7, 25, 5.2, 0.13, -1.1, -0.25, -4.2, 6, i, nt, 801, nt, i, 2.7, 2.3, 0.84, -0.29, 1195, 1%
12: CCCC(=O)NCCCCNC(=O)CCC
 : -2, 1, 1.8, 0.59, 0.32, 0.81, -0.7, 6, i, nt, 866, nt, i, 1.5, 5.0, 1.2, -0.28, 1237, 19%
13: c1ccc(-c2nc(-n3ccnc3)nc(-n3ccnc3)n2)cc1
 : 13, -8, 46, 1.6, 0.6, 1.3, -0.6, -2, i, 601, 1036, -17, i, 45, 98, 0.6, -0.19, 1713, -6%
14: COc1ccc(NS(=O)(=O)c2cc(C)ccc2C)cc1
 : -7, nt, 59*, -0.27, -0.02, 0.019, 0.0, nt, i, nt, 1174, nt, i, 29*, 67*, 0.066, -0.2, 709, 15%
15: O=c1c2ccccc2nc(N/N=C/c2c(O)ccc3ccccc23)n1O
 : 1, 13, 2.6, -0.65, ?, 0.11, 0.5, 6, nt, 514, 1064, -42, i, 2.4, 18, 0.16, -0.078, nt, -11%
16: Cc1nn(CC(=O)Nc2ccncc2)c(C)c1[N+](=O)[O-]
 : -1, 14, 2.7, -0.37, -0.42, -0.031, 2.9, 2, i, 625, 512, -2, i, 2.8, 7.3, 0.57, -0.25, 1239, 27%
17: CN(CCc1ccccn1)C1CC(=O)N(c2ccc(Cl)cc2)C1=O (stereo not drawn)
 : -2, -7, 2.5, 1.9, -0.33, 1.7, -1.9, 25, i, 742, 1106, -12, i, 1.8, 4.9, -1.1, -0.066, 852, 1%
18: CCOc1ccc(OCC)c(NC(=O)CSc2nc3c(c(=O)n(C)c(=O)n3C)n2C(C)C)c1
 : -7, -2, 2.5, 0.95, -2, 0.55, 5.0, 30, i, nt, 1428, nt, i, 2.4, 11, -0.56, -0.21, 526, -4%
19: Cc1cc(C)nc(NS(=O)(=O)c2ccc(NC(=O)Nc3ccccc3F)cc2)n1
 : nt, nt, nt, 0.41, nt, 0.1, -2.4, nt, i, 724, 1191, -1, nt, nt, nt, 0.11, -0.22, nt, 13%
20: NCC(=O)c1cccc2ccc[n+]([O-])c12
 : nt, nt, nt, -0.38, 0.25, -0.58, -1.2, nt, i, 842, 1267, 9, nt, nt, nt, 0.95, -0.22, 1107, 14%

Additional structures follow.
Every second line gives: Autophagy mod cell loss 18 h, WT yeast gro inh mutant strain, MT stabilize HCS, Dynein transport, Ins promoter up, Dynein transport nuclear GR-EGFP, b-catenin transl, WT yeast gro inh, Yfh1-depleted yeast, Lipid droplet cells 6.5 µM, b-catenin transl cell count 5 µM, Lipid droplet, Autophagy mod, MT stabilize HCS Hoechst-high %, MT stabilize HCS cytotoxicity %, Dynein transport cell count, Dynein transport cytoplasmic EGFP, Ins promoter up cell count, NOD2 inhibition
21: CCOc1ccc(/C(O)=C/C(=O)C(=O)Nc2ccc(S(=O)(=O)NC(C)=O)cc2)cc1
 : 4, 11, 5.3, 0.17, 0.02, 0.19, -2.0, -4, i, 680, 1046, -6, i, 2.1, 5.7, -0.3, -0.21, 1445, 1%
22: CCn1c(SCC(=O)Nc2cccc(C)n2)nc2c1c(=O)n(C)c(=O)n2C
 : -2, -9, 2.6, 0.5, 0.41, 0.77, 0.0, -12, i, 619, 975, -4, i, 1.2, 11, -0.37, -0.3, 1415, 13%
23: Cc1ccc2sc(NNC(=O)c3cc(-c4cccs4)nc4ccccc34)nc2c1C
 : 2, 4, 3.8, -0.46, -0.13, 0.4, -1.1, 31, nt, 732, 503, 11, i, 1.5, 6.7, 0.42, -0.18, 1251, 1%
24: Cc1csc(NC(=O)CCCC(=O)O)c1-c1nc2ccccc2s1
 : nt, nt, nt, 0.27, -0.09, 0.56, -0.5, nt, i, 753, 1365, 13, nt, nt, nt, 0.75, -0.24, 1099, -8%
25: C=CCNc1nc(-c2cc3ccccc3o2)cs1
 : -2, 30, 3.1, 0.9, 0.08, 0.4, 1.7, 41, i, 717, 1034, -4, i, 2.3, 7.9, -1.4, -0.25, 1460, -176%
26: CN(CC(=O)Nc1cccc2c1CCCC2)S(=O)(=O)c1ccccc1
 : 3, -50, 2.7, 0.61, 0.16, 0.0047, -0.9, -5, i, nt, 1373, nt, i, 2.1, 3.3, 0.18, -0.22, 1640, 3%
27: Cc1nn(CC(=O)Nc2ccc(C(=O)N3CCCCC3)cc2)c(=O)c2ccccc12
 : -7, 1, 4.2, -1.1, 0.72, -0.78, -0.2, 11, i, 558, 1020, -16, i, 2.1, 5.2, 1, -0.22, 1751, -9%
28: O=C(CSc1nnc(NC(=O)C2CCC2)s1)Nc1ccc(N2CCOCC2)cc1
 : 16, 13, 3.3, 0.1, -0.56, 0.23, -8.0, 9, i, nt, 901, nt, i, 1.8, 0.7, -0.025, -0.25, 1400, 1%
29: Cc1ccc(S(=O)(=O)N2CCCOC2CNC(=O)C(=O)NCCc2c[nH]c3ccccc23)cc1 (stereo not drawn)
 : -8, 16, 6.2, 0.42, -0.16, 0.27, 1.3, -1, i, 496, 1006, -7, i, 0.6, 7.5, -0.099, -0.23, 2095, 11%
30: CCN1C(=O)/C(=C\N(C)C)NC1=S
 : -3, 13, 1.7, -0.1, 0.27, 0.031, -0.4, -19, i, 634, 1121, 1, i, 1.9, 10, 0.49, 0.068, 1191, 16%
31: CCc1c(O)nc(SCC(=O)Nc2nc3ccccc3s2)n(-c2ccc(C)cc2)c1=O
 : nt, nt, nt, 0.47, -0.17, 0.86, -0.1, nt, i, 656, 1286, 3, nt, nt, nt, -2.8, -0.063, 1039, -11%
32: CCOC(=O)CN1C(=O)COc2ccc(C(C)(C)C)cc21
 : -19, -1, 4.7, -0.17, -0.96, 0.17, -2.1, -17, i, nt, 974, nt, i, 2.6, 8.0, -0.33, -0.19, 1135, 17%
